Screening results as filed in PubChem.
rTrxR1 inhibitor = qHTS Assay for Inhibitors of Mammalian Selenoprotein Thioredoxin Reductase 1 (TrxR1): qHTS; Thioredoxin reductase 1, cytoplasmic (Rattus norvegicus), O89049; actives 1% (n = 390,000); recombinant rTrxR1, NADPH fluorescence consumption, selenite substrate; Potency, µM (titrated, usually from 114 µM), for inactives: top-dose activity change, negative = inhibition, usual class: inhibitors; also: % is scaled to controls: 0 for no effect and ±100 for the full control effect; nearly all actives have a fitted effect of over 65% in size
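Rat TrxR1 (90 nM in the dispensed reagent) was pre-reduced with 400 uM NADPH for 5 min at room temperature, then incubated with compound for 15 min. After 400 uM selenite was added, NADPH fluorescence (Ex 340/Em 450 nm) was followed for 8 min.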
RGS4 inh = Inhibitors of Regulator of G Protein Signaling (RGS) 4: qHTS; Regulator of G-protein signaling 4 (Homo sapiens), P49798; Transcreener GDP fluorescence polarization, RGS4-accelerated GTP hydrolysis; Potency, µM (top dose mostly 114 µM), without a hit: top-dose activity change, negative = inhibition, usual class: inhibitors; actives 0.039% (n = 390,000); also: % is scaled to controls: 0 for no effect and ±100 for the full control effect; nearly all actives have a fitted effect of over 75% in size; some results filed as inactive show a strong effect at the top dose
Target sequence (P49798 whole entry, looked up): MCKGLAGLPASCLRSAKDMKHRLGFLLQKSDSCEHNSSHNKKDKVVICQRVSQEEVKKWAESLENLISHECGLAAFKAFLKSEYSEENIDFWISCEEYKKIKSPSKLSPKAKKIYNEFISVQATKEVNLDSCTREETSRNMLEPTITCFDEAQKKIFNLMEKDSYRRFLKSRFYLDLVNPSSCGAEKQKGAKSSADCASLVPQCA
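MLSMR compounds (23 nl, pin-transferred) preincubated 10 min at room temperature with a 500nM (2x) first reagent, then RGS4 at 900nM (2x) plus Transcreener GDP mix added; fluorescence polarization (620/688 nm) read before and after 90 min at 30 °C.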
Vif-APOBEC3F blk = qHTS for Inhibitors of Vif-A3F Interactions: qHTS | AID 602313, 2012 | Potency, µM (doses to about 46.1 µM), for the others: top-dose activity, negative = active | HeLa A3F-eYFP + Vif (tagged APOBEC3F with the HIV-1 protein that degrades it), YFP fluorescence increase | actives 0.2% (n = 390,000); also: % of control where 0% means no effect; nearly all actives have a fitted effect of over 65% in size
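HeLa cells stably expressing A3F-eYFP plus Vif, plated and incubated overnight at 37 deg C, then exposed to compounds overnight at 37 deg C. Blocked degradation read as raised yellow fluorescence (Ex 488/Em 500-530).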
RXFP1 ag = qHTS Assay for Agonists of the Relaxin Receptor RXFP1; Relaxin receptor 1 (Homo sapiens), Q9HBX9; HEK293T-RXFP1 cAMP TR-FRET, 30 min; response scale: percent of porcine relaxin response, buffer zero; Potency, µM (titrated, usually from 57.5 µM), for inactives: top-dose activation, hits mostly activators; actives 0.3% (n = 370,000); also: % is scaled to controls: 0 for no effect and ±100 for the full control effect; nearly all actives have a fitted effect of over 60% in size; many of its hits are not listed in these tables
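Agonist response is measured as cAMP accumulation in an RXFP1-transfected HEK293T line under PDE4 inhibition. Values are scaled between buffer-only and 29 nM porcine relaxin, and EC50s come from standard Hill equation fits.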
IDH1 R132H inh = qHTS for Inhibitors of mutant isocitrate dehydrogenase 1 (IDH1): qHTS; IDH1-R132H enzyme, NADPH consumption, diaphorase/resazurin fluorescence; Potency, µM (series often up to 76.6 µM), for inactives: at the highest dose activity change, negative = inhibition, usual class: inhibitors; Isocitrate dehydrogenase [NADP] cytoplasmic (Homo sapiens), O75874; actives 0.093% (n = 390,000); AID 602179, 2012; also: % is scaled to controls: 0 for no effect and ±100 for the full control effect; nearly all actives have a fitted effect of over 65% in size
Target sequence (O75874 whole entry R132H, stated change not applied): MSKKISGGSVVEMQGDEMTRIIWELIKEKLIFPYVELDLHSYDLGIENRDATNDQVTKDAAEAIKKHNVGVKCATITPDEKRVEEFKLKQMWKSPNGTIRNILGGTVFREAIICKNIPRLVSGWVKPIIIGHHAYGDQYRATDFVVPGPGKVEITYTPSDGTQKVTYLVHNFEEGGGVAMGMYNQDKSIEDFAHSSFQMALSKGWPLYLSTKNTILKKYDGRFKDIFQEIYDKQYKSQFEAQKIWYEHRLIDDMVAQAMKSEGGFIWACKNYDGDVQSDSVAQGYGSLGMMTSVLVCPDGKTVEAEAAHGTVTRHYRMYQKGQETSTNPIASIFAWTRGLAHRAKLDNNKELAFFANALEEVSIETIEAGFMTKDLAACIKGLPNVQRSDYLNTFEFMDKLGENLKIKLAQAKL
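IDH1-R132H (0.5 ug/mL dispensed) in pH 7.5 Tris buffer was preincubated 30 min with compound, then given a substrate mix of 0.016 mM NADPH and 2 mM alpha-KG for 80 min at room temperature; remaining NADPH was read by diaphorase/resazurin fluorescence.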
TrxR1 substrate = qHTS Assay for Substrates of Mammalian Selenoprotein Thioredoxin Reductase 1 (TrxR1): qHTS; purified TrxR1 substrate turnover, NADPH consumption readout; Potency, µM (titrated, usually from 114 µM), for inactives: at the top dose activity change, negative = substrate turnover; actives 0.01% (n = 390,000); AID 588456, 2011; also: % is scaled to controls: 0 for no effect and ±100 for the full control effect; nearly all actives have a fitted effect of over 50% in size
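Rat TrxR1, dispensed at 90 nM, was prereduced with 400 uM NADPH (final) for 5 min at ~22 deg C, then incubated with compound 15 min before 400 uM selenite. A first-read NADPH fluorescence drop versus no-compound background flagged substrates.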
ALOX12 inh = Primary qHTS assay for inhibitors of human arachidonate 12S-lipoxygenase (ALOX12): Round 2; Polyunsaturated fatty acid lipoxygenase ALOX12 (Homo sapiens), P18054; purified 12hLO, xylenol orange hydroperoxide absorbance; Potency, µM (top dose mostly 108 µM), inactives show at the highest dose activity change, negative = inhibition, hits mostly inhibitors; actives 1.1% (n = 580,000); AID 1671190, 2021; also: % is scaled to controls: 0 for no effect and ±100 for the full control effect
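Hydroperoxide product was detected by ferrous iron/xylenol orange as the 573 to 405 nm absorbance ratio. Arachidonic acid at 40 uM (final) was turned over for 30 min at room temperature by 150 nM human 12hLO, pH 7.0 Hepes buffer, after 15 min compound preincubation.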
Vif-A3G inh = qHTS for Inhibitors of Vif-A3G Interactions: qHTS; DNA dC->dU-editing enzyme APOBEC-3G (Homo sapiens), Q9HC16; actives 0.076% (n = 410,000); Potency, µM (top dose mostly 46.1 µM), for inactives: at the highest dose activity, negative = active, actives largely listed as inhibitors; HeLa A3G-eYFP + Vif (tagged APOBEC3G with the HIV-1 protein that degrades it), YFP fluorescence, overnight;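 also: % is scaled to controls: 0 for no effect and ±100 for the full control effect; nearly all actives have a fitted effect of over 60% in size; hits raise eYFP signal because A3G escapes Vif-driven loss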
Target sequence (Q9HC16 whole entry, looked up): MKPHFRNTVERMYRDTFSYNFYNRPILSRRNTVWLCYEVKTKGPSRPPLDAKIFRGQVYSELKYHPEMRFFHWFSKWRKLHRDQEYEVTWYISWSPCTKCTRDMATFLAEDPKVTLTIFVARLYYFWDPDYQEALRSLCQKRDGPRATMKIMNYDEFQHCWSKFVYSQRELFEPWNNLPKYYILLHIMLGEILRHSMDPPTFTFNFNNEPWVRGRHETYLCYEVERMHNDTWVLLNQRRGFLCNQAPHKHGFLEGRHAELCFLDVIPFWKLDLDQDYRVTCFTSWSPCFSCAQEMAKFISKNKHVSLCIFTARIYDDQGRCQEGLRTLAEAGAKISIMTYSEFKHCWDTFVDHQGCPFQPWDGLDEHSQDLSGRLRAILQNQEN
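Read-out is eYFP fluorescence (Ex 488/Em 500-530) from Vif-expressing HeLa A3G-eYFP cells; more signal means A3G escaped Vif-mediated degradation. Cells plated overnight, compound pinned in, incubated overnight at 37 deg C.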
USP1 inh = Inhibitors of USP1/UAF1: Primary Screen. Potency, µM (top dose mostly 57.1 µM), without a hit: at the highest dose activity change, negative = inhibition, hits mostly inhibitors. actives 0.23% (n = 390,000). Ubiquitin carboxyl-terminal hydrolase 1 (Homo sapiens), O94782. recombinant USP1/UAF1, Ub-Rhodamine cleavage fluorescence. AID 743255, 2014; also: % is scaled to controls: 0 for no effect and ±100 for the full control effect; nearly all actives have a fitted effect of over 60% in size; inactives centre near -12
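In this screen, compounds sit with the deubiquitinase complex (1nM) for 15 min at room temperature before Ub-Rho is added at 150nM final. Fluorescence rise is then followed for 6 reads every 60 seconds.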
Numbers without * were called inactive; i = inactive; ? = inconclusive; . = no result given; & = joins results of further samples; [ ] = dose if it differs, or a comment. Calls follow the shape of the dose curve; as a rule, active = well fitted curve in the direction sought with a large enough effect; inconclusive = small, poorly fitted or top-dose-only effect, or another doubt; inactive = no such curve, though single readings can be large; an effect the other way counts as inactive or inconclusive. Potency is read from the fitted curve at half-maximal effect. Not all compounds are listed; count on the stated rates, not on these rows.

no.	rTrxR1 inhibitor	Molecule	RGS4 inh	Vif-APOBEC3F blk	RXFP1 ag	IDH1 R132H inh	TrxR1 substrate	ALOX12 inh	Vif-A3G inh	USP1 inh
1	0%	CCOc1ccc(Cn2c(C)nc([N+](=O)[O-])c2SCC(O)CCl)cc1[N+](=O)[O-] (configuration not stated)	0%	5%	5.8%	7%	8%[57.1 µM]	3%	1%	-16%
2	-5%[57.1 µM]	COc1nnc(-c2ccc(N3CCOCC3)c(NC(=O)C3CCCCC3)c2)c2ccccc12	8%	-5%	-2.8%	-7%	-8%[57.1 µM]	22%&-13%	0%	9%
3	8%	COc1cc(C2C(C#N)=C(C)NC(C)=C2C#N)cc(OC)c1OC	17%	0%	0.9%	0%	3%	-8%	0%	-19%
4	20%	COc1ccc(C(=O)NNC(=O)C(=O)NC2CCCCC2)cc1	-28%	6%	1.0%	1%	3%	-22%	0%	-18%
5	0%[57.1 µM]	O=C(COc1cccc(C(F)(F)F)c1)NCC(c1ccco1)N1CCCCC1 (configuration not stated)	-8%	-12%	0.7%	-2%	0%[57.1 µM]	11%	-9%	-17%
6	36%[57.1 µM]	C=CCc1c(NCCO)nc(C)[nH]c1=O	-3%	2%	-0.1%	6%	-10%[57.1 µM]	.	-5%	-13%
7	9%	CCCc1nc2sc3c(c2c(=O)n1NC(=O)CCC(=O)OC)CCCC3	22%	0%	5.3%	10%	-5%	-15%	1%	1%
8	-26%	CC(Oc1ccc(F)cc1)C(=O)/C=C\N(C)C (configuration not stated)	1%	-1%	-0.6%	0%	-15%	-19%	-2%	-7%
9	10%[57.1 µM]	Cc1ccc(C(=O)NCC(=O)OCC(=O)NCCc2ccccc2)s1	?	12%	-0.1%	-9%	0%[57.1 µM]	-15%	0%	-10%
10	16%[57.1 µM]	Cc1nc(N2CCN(C)CC2)c2sc(=S)n(-c3ccccc3)c2n1	-16%	-5%	-1.2%	8%	7%[57.1 µM]	-8%	1%	2%
11	-2%	Cc1noc(C)c1NC(=O)N(C)C[C@@H]1Oc2c(NC(=O)NC(C)C)cccc2C(=O)N([C@@H](C)CO)C[C@@H]1C	-1%	4%	.	13%	10%	-5%	-1%	-28%
12	15%	CCOc1ccc(/C=N/NC(=O)c2cc(-c3ccccc3)nc3ccccc23)cc1O	-7%	0%	23%	6%	-6%	-1%	-15%	-2%
13	3%[57.1 µM]	CCOC(=O)c1cccc(Nc2ncnc3ccc(C)cc23)c1	-6%	1%	-0.2%	3%	-10%	0%	-9%	-20%
14	8%	Cc1ccc(NC2=NCCCCC2)cc1C	-47%	-2%	-0.4%	4%	6%	?	1%	-1%
15	9%	CCC1CCc2c(sc3nc(SCC(=O)NCc4ccco4)n(-c4ccccc4)c(=O)c23)C1 (configuration not stated)	-30%	-18%	1.0%	-4%	14%	0%	2%	-6%
16	6%[57.1 µM]	COC(=O)c1sccc1S(=O)(=O)N(CC(=O)Nc1c(C)cccc1C)c1ccc(C)c(C)c1	-7%	1%	-0.9%	0%	2%[57.1 µM]	-16%	-1%	-22%

Filtered by structure, the entries above with two or more sulfur atoms.
no.	rTrxR1 inhibitor	Molecule	RGS4 inh	Vif-APOBEC3F blk	RXFP1 ag	IDH1 R132H inh	TrxR1 substrate	ALOX12 inh	Vif-A3G inh	USP1 inh
10	16%[57.1 µM]	Cc1nc(N2CCN(C)CC2)c2sc(=S)n(-c3ccccc3)c2n1	-16%	-5%	-1.2%	8%	7%[57.1 µM]	-8%	1%	2%
15	9%	CCC1CCc2c(sc3nc(SCC(=O)NCc4ccco4)n(-c4ccccc4)c(=O)c23)C1 (configuration not stated)	-30%	-18%	1.0%	-4%	14%	0%	2%	-6%
16	6%[57.1 µM]	COC(=O)c1sccc1S(=O)(=O)N(CC(=O)Nc1c(C)cccc1C)c1ccc(C)c(C)c1	-7%	1%	-0.9%	0%	2%[57.1 µM]	-16%	-1%	-22%

Going on with the list:
no.	rTrxR1 inhibitor	Molecule	RGS4 inh	Vif-APOBEC3F blk	RXFP1 ag	IDH1 R132H inh	TrxR1 substrate	ALOX12 inh	Vif-A3G inh	USP1 inh
17	18%[57.1 µM]	Cc1ccc(/C(O)=C/c2nc3cc(C)ccc3oc2=O)cc1	-27%	4%	-2.3%	5%	-3%[57.1 µM]	369%[activator]	1%	?
18	12%[57.1 µM]	O=C(O)c1ccccc1-c1ccccc1C(=O)NCc1cccnc1	6%	2%	2.4%	-2%	7%[57.1 µM]	-6%	2%	1%
19	10%[57.1 µM]	COc1ccc(N2CCN(C(=O)CCN3C(=O)c4ccccc4S3(=O)=O)CC2)cc1	-19%	-4%	0.3%	13%	-8%	.	0%	-7%
20	-8%	CCc1ccc(Nc2nn3c(=O)c4cc5c(cc4nc3s2)OCO5)cc1	27%	-2%	0.1%	43%[activator]	-5%	?	3%	5%
21	9%	O=C(Nc1ccc(Cn2cccn2)cc1)c1ccc(COc2ccc(Br)cc2)cc1	-3%	0%	1.8%	6%	-2%	-2%	2%	-2%
22	15%	CN(C)S(=O)(=O)c1ccc(Cl)c(NC(=O)CN2CCN(c3ccccn3)CC2)c1	10%	-25%	5.1%	5%	8%[57.1 µM]	8%	-2%	-27%
23	-2%	CCN(CC)CCN(C(=O)c1ccc(Br)s1)c1nc2cc3c(cc2s1)OCO3	17%	3%	-0.6%	-3%	-8%	?	3%	-15%
24	-7%	O=C(NC1CCCCC1)C(c1ccccc1F)N(C(=O)c1csnn1)C1CCCC1 (configuration not stated)	-1%	-5%	0.1%	-7%	-11%	14%	-3%	-22%
25	25%	CSc1nc(N)nc(N(C)C)n1	38%	3%	0.8%	-4%	2%	-12%	1%	-4%
26	-11%	CCn1c(SCC(=O)N(C)C)nc2cc(S(=O)(=O)N3CCOCC3)ccc21	-1%	-4%	3.1%	2%	-8%	-4%	1%	-12%
27	3%	CC(C)N(C(=O)Cn1c(SCC(=O)Nc2nccs2)nc2ccccc21)C(C)C	-17%[56.9 µM]	4%	0.6%	-4%	4%	0%	-7%	-7%
28	-10%	O=C(Nc1cc2c3c(c1)CC(=O)N3CCC2)c1ccc(F)cc1	-5%	-4%	0.2%	7%	-6%	-23%	-2%	-10%
29	30%	COc1ccc(CN(C(=O)/C=C/c2ccccc2Cl)C2CCS(=O)(=O)C2)cc1 (configuration not stated)	24%	15%	0.6%	4%	1%	?	2%	-6%
30	8%	CCc1ccc(NC(=O)CC2C(=O)N(c3cccc(OC)c3)C(=O)N2CCOC)cc1 (configuration not stated)	-20%	-5%	-0.9%	0%	-3%	?	3%	-14%
31	29%	Cc1c[nH]c2cccc(OCC(O)CNC(C)(C)C)c12 (configuration not stated)	-7%	1%	-3.5%	-1%	11%	-21%	0%	-3%
32	9%	COc1ccc(C2CC(=O)Nc3cc(OC)c(OC)cc32)cc1Br (configuration not stated)	-16%	5%	3.8%	0%	0%	15%	0%	-25%
33	24%	CC(C)Cc1nnc(NC(=O)c2cccc(S(=O)(=O)N3CCOCC3)c2)s1	-4%	0%	-0.1%	0%	0%	?	-1%	-23%
34	12%	Nc1c(-c2ccccn2)cnn1-c1nc(-c2ccc(F)cc2)cs1	-24%	-15%	-0.4%	11%	0%	i	1%	-20%
35	12%	COc1ccc(NC(=O)COC(=O)C2CC2)c(OC)c1	-7%	7%	2.6%	1%	-4%	3%	-4%	-20%

3 compounds out of the list above, ordered by their value in IDH1 R132H inh, largest number first:
no.	rTrxR1 inhibitor	Molecule	RGS4 inh	Vif-APOBEC3F blk	RXFP1 ag	IDH1 R132H inh	TrxR1 substrate	ALOX12 inh	Vif-A3G inh	USP1 inh
28	-10%	O=C(Nc1cc2c3c(c1)CC(=O)N3CCC2)c1ccc(F)cc1	-5%	-4%	0.2%	7%	-6%	-23%	-2%	-10%
31	29%	Cc1c[nH]c2cccc(OCC(O)CNC(C)(C)C)c12 (configuration not stated)	-7%	1%	-3.5%	-1%	11%	-21%	0%	-3%
27	3%	CC(C)N(C(=O)Cn1c(SCC(=O)Nc2nccs2)nc2ccccc21)C(C)C	-17%[56.9 µM]	4%	0.6%	-4%	4%	0%	-7%	-7%
